Compound activity from PubChem.
STEP block: STEP (human) phosphatase inhibition; recombinant STEP, OMFP fluorogenic substrate, fluorescence; inhibition, % at 20 µM; actives 0.25% (n = 360,000); P54829; AID 588621;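 active = inhibition at 20 µM, scaled per plate between control wells, above about 37%, limit read from the data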;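 note: 0% = DMSO with enzyme and substrate and 100% = substrate only without enzyme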
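material = STEP tyrosine phosphatase | reagent = fluorogenic phosphatase substrate OMFP at 25 µM final | doses = single compound dose of 20 µM, 1% DMSO final | schedule = 20 min reaction, room temperature, in the dark | measured by = fluorescence, 480/540 nm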
Rpn11 block: inhibitors of human proteasome Rpn11 | human 26S proteasome, Ub4-pepOG fluorescence polarization; 20S core pre-blocked with epoxomicin | actives 0.59% (n = 360,000) | calls only at 20 µM | O00487;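 active = inhibition at 20 µM, scaled to each plate's controls, above about 33%, limit read from the data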
DNMT1 block: inhibitors of human DNMT1; P26358; DNMT1 molecular beacon, Hinp1I cleavage, fluorescence; inhibition (reported as % activation of signal), % at 10 µM; actives 0.83% (n = 360,000); in the data active = inhibition above about 50%
SUMO1 PPI mod: SUMO1-SIM interaction modulation; P63165; SUMO1 binding to a labelled peptide, TR-FRET, 1 h; inhibition, % at 20 µM; actives 0.33% (n = 360,000); AID 602429; in the data active = inhibition above about 37%
Target sequence (P63165 whole entry, looked up): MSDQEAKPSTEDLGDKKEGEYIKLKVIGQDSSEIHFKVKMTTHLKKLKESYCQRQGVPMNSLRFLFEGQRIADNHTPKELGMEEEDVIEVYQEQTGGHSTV
LMPTP inh: LMPTP (human) inhibition | P24666 | recombinant LMPTP-A, OMFP fluorogenic substrate, fluorescence intensity | inhibition, % at 20 µM | actives 0.22% (n = 360,000);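 active = compounds that cut the enzyme signal by at least half of the control window in the single-dose screen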;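 note: plate controls were DMSO wells with enzyme plus substrate for no effect and substrate without enzyme for full effect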
Target sequence (P24666 whole entry, looked up): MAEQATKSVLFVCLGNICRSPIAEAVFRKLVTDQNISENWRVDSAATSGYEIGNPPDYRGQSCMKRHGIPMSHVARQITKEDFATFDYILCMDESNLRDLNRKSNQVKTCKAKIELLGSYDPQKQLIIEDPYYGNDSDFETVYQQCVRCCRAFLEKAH
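Buffer or medium: Bis-Tris pH 6.0, DTT, detergent; Assay system: LMPTP-A enzyme; Quantity: 0.625 nM enzyme; Detection: endpoint fluorescence intensity; Times: 50 min dark incubation at room temperature; Controls: substrate-only low control, DMSO enzyme-plus-substrate high control; Doses: single 20 µM dose; Read-out: percent inhibition versus substrate-only and uninhibited controls; Reagent: 400 µM OMFP.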
Scp1 inh: inhibitors of human Scp-1 phosphatase; Q9GZU7; Recombinant Scp1, phosphopeptide, malachite green phosphate absorbance; inhibition, % at 20 µM; actives 0.88% (n = 340,000); AID 493091;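 active = inhibition above about 50% at 20 µM, limit read from the data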;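 note: plate controls were DMSO wells with enzyme for no effect and wells lacking enzyme for full effect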
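Material – SCP-1 phosphatase catalytic domain, residues 76-261 · Buffer or medium – Acidic Tris acetate buffer with magnesium and detergent · Also added – Phospho 17-mer peptide substrate · Compound – single 20 µM dose, 1% DMSO · Times – 45 min room-temperature reaction, 5 min colour, 30 min stabiliser · Technique – Phosphate-binding colour reagent, absorbance read at 630 nm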
NadD block: blocks S. aureus nicotinate mononucleotide adenylyltransferase; inhibition, % at 20 µM; actives 0.78% (n = 360,000); purified NadD enzyme, colorimetric absorbance read-out; in the data active = inhibition above about 26%; note: some compounds past the cut are filed as inactive
Tb MetRS inh: Trypanosoma brucei MetRS inhibition | purified T. brucei MetRS, ATP depletion, Kinase-Glo luminescence | inhibition, % at 11.9 µM | actives 0.4% (n = 360,000) | AID 624268;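 active = inhibition above a per-plate cutoff of the control wells' mean inhibition plus 3 SD, cut at about 5.5% in these data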;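 note: 0% = DMSO wells median and 100% = median of wells with control inhibitor compound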
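Dosing: 11.9 µM compound single dose, 0.9% DMSO; Assay system: purified T. brucei MetRS enzyme; Measured by: Kinase-Glo luciferase luminescence reporting remaining unconsumed ATP; Schedule: 15 min plus 2 h at 25 °C.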
PABP1 MLLE inh: blocks PAM2 peptide binding to the PABP1 MLLE domain | P11940 | GST-MLLE / FITC-PAM2 fluorescence polarization | inhibition, % at 20 µM | actives 0.36% (n = 360,000); in the data active = inhibition above about 35%, passing the limit was not always enough;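 note: plate controls were DMSO wells with GST-MLLE for no effect and wells lacking GST-MLLE protein for full effect; some results filed as inactive read as strong as hits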
CSN deneddyl inh: inhibitors of human CSN-mediated cullin deneddylation; Purified CSN, SCF-Nedd8-OG deneddylation, fluorescence polarization; inhibition, % at 12.5 µM; actives 0.38% (n = 360,000); AID 651999;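 active = pattern-corrected inhibition above about 35%, with an unprinted fluorescence ratio check between 0.5 and 1.5, limit read from the data, passing the limit was not always enough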;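 note: 0% = enzyme with substrate and 100% = substrate without enzyme; some results filed as inactive read as strong as hits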
Target sequence (Q92905 whole entry, looked up, one chain of several): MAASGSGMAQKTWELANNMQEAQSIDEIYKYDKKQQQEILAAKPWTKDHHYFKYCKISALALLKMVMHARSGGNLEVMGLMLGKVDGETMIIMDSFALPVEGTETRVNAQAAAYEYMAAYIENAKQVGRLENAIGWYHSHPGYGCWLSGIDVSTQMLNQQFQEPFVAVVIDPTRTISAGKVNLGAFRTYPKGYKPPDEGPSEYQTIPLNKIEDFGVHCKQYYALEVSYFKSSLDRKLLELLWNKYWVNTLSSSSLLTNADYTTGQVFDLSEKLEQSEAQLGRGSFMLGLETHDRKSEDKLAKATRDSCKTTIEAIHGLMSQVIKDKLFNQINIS
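Material: human Csn5 produced in HEK293T cells; Input: enzyme 0.24 nM; Reagent: SCFSkp2-Nedd8OG substrate at 10 nM final; Dosing: 12.5 µM compound; Incubation: 90 min reaction at room temperature; Detection: fluorescence polarization of the substrate; Evaluation: % inhibition of substrate cleavage by Csn5; Control set: substrate-only high control, full reaction low control.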
Active calls of the source: *; i = inactive; / = no result given.

#	STEP block	Rpn11 block	DNMT1 block	SUMO1 PPI mod	LMPTP inh	Scp1 inh	NadD block	Tb MetRS inh	PABP1 MLLE inh	CSN deneddyl inh	compound
1	1	i	0	-5	1.4	1	33*	0.1	-27	6	N#CC1=C(N)NC(SCC(=O)c2ccc(Cl)cc2)=C(C#N)C12CCCC2
2	1	i	-7	6	1.4	-6	0	-0.6	3	3	C=C1CCN([C@@H](Cc2ccccc2)C(=O)NCc2ccc(Cl)c(Cl)c2)S(=O)(=O)c2ccccc21
3	-1	i	2	2	-1.2	-6	0	-0.3	8	1	Cc1ccc2nc(SCC(=O)NC3CCCC3)nc(=O)n2c1
4	-3	i	8	5	-2.1	/	1	-0.2	36*	-2	O=C1NN(CCO)C(=S)Nc2ccccc21
5	1	i	-2	3	0.6	-5	1	-0.5	0	-3	CCOc1ccc(/C(C)=N/NC(=O)c2nnn(-c3nonc3N)c2-c2cccs2)cc1
6	4	i	-7	5	0.9	-17	0	-1.0	17	6	CCN(C[C@H]1N[C@@](Cc2ccccc2)(C(=O)OC)[C@H]2C(=O)N(Cc3ccccc3)C(=O)[C@@H]12)S(=O)(=O)c1ccccc1
7	7	i	-2	-5	-3.6	1	5	-0.4	-2	1	CCOc1ccc(C2c3c(oc4ccccc4c3=O)C(=O)N2CCCN2CCOCC2)cc1 (stereo not drawn)
8	4	i	-7	0	-4.0	-12	-12	-1.0	7	5	CN(C)CCNc1nc2sc3c(c2c(=O)n1Cc1ccccc1)CCCCC3
9	1	i	-2	-13	-0.9	-3	0	-0.7	19	5	COCCN1C(=O)C(=O)/C(=C(/O)c2ccc(OC(C)C)cc2)C1c1cccnc1 (stereo not drawn)
10	8	i	1	-1	0.4	10	-5	0.4	-7	-5	Cc1ccc(S(=O)(=O)Cc2ccc(C(=O)N3CCN(c4cccc(C)c4C)CC3)o2)cc1

Brought forward from above: five entries, then new ones.
#	STEP block	Rpn11 block	DNMT1 block	SUMO1 PPI mod	LMPTP inh	Scp1 inh	NadD block	Tb MetRS inh	PABP1 MLLE inh	CSN deneddyl inh	compound
6	4	i	-7	5	0.9	-17	0	-1.0	17	6	CCN(C[C@H]1N[C@@](Cc2ccccc2)(C(=O)OC)[C@H]2C(=O)N(Cc3ccccc3)C(=O)[C@@H]12)S(=O)(=O)c1ccccc1
7	7	i	-2	-5	-3.6	1	5	-0.4	-2	1	CCOc1ccc(C2c3c(oc4ccccc4c3=O)C(=O)N2CCCN2CCOCC2)cc1 (stereo not drawn)
8	4	i	-7	0	-4.0	-12	-12	-1.0	7	5	CN(C)CCNc1nc2sc3c(c2c(=O)n1Cc1ccccc1)CCCCC3
9	1	i	-2	-13	-0.9	-3	0	-0.7	19	5	COCCN1C(=O)C(=O)/C(=C(/O)c2ccc(OC(C)C)cc2)C1c1cccnc1 (stereo not drawn)
10	8	i	1	-1	0.4	10	-5	0.4	-7	-5	Cc1ccc(S(=O)(=O)Cc2ccc(C(=O)N3CCN(c4cccc(C)c4C)CC3)o2)cc1
11	1	i	2	1	-0.1	-10	0	0.1	-5	-2	COc1cc(OC)c(C(=O)Nc2cc(S(=O)(=O)N3CCOCC3)ccc2N2CCN(C)CC2)cc1OC
12	-2	i	1	1	-0.1	-4	-2	-0.2	-11	1	COC(=O)COc1cccc2c(=O)n(CC(=O)N3CCCCC3)ccc12
13	3	i	0	-1	-0.9	-9	-7	1.0	31	-4	O=C(O)Cc1ccc(NC(=S)Nc2cccc(Cl)c2Cl)cc1
14	-3	i	8	-3	1.5	-3	6	-0.8	-11	3	Cc1c(NC(=O)/C=C/C(=O)O)cccc1[N+](=O)[O-]
15	-3	i	1	2	-0.3	-7	0	-1.0	0	1	Cc1ccc(S(=O)(=O)CCSc2n[nH]c(=O)n2-c2ccccc2)cc1
16	-1	i	6	9	-0.7	46	-4	0.5	-1	-1	CS(=O)(=O)N(CC(=O)N1CCCCC1)Cc1ccccc1
17	-1	i	1	7	-0.1	1	3	-1.2	1	8	COc1cccc(NC(=O)c2sc3nc4n(c(=O)c3c2C)CCC4)c1
18	-3	i	2	61*	-0.8	1	1	-0.9	-2	3	CCOC(=O)COc1nc(C)c(Br)c(OC)n1
19	4	i	1	0	3.3	-11	-8	-0.9	0	1	COc1nc(-c2ccccc2Cl)ccc1C#N
20	2	i	1	-16	1.0	-2	-6	-0.5	-2	-1	CCN(CC)CCC(c1cc(OC)c(OC)c(OC)c1)c1c(OC)cc(OC)c2c(-c3ccccc3)cc(=O)oc12 (stereo not drawn)

Another view of two compounds above:
entry | structure | STEP block | Rpn11 block | DNMT1 block | SUMO1 PPI mod | LMPTP inh | Scp1 inh | NadD block | Tb MetRS inh | PABP1 MLLE inh | CSN deneddyl inh
10 | Cc1ccc(S(=O)(=O)Cc2ccc(C(=O)N3CCN(c4cccc(C)c4C)CC3)o2)cc1 | 8 | i | 1 | -1 | 0.4 | 10 | -5 | 0.4 | -7 | -5
11 | COc1cc(OC)c(C(=O)Nc2cc(S(=O)(=O)N3CCOCC3)ccc2N2CCN(C)CC2)cc1OC | 1 | i | 2 | 1 | -0.1 | -10 | 0 | 0.1 | -5 | -2
